HKDC1 inhibitor = HKDC1 (human) hexokinase inhibition; Q2TB90; recombinant HKDC1, G6PDH/diaphorase resazurin coupled fluorescence; inhibition, % at 20 µM; 340,000 compounds, 0.16% hits;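 active means inhibition above about 35% when tested at 20 µM, limit read from the data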;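 further: plate controls were DMSO wells with enzyme for no effect and DMSO wells lacking enzyme for full effect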
Target sequence (Q2TB90 whole entry, looked up): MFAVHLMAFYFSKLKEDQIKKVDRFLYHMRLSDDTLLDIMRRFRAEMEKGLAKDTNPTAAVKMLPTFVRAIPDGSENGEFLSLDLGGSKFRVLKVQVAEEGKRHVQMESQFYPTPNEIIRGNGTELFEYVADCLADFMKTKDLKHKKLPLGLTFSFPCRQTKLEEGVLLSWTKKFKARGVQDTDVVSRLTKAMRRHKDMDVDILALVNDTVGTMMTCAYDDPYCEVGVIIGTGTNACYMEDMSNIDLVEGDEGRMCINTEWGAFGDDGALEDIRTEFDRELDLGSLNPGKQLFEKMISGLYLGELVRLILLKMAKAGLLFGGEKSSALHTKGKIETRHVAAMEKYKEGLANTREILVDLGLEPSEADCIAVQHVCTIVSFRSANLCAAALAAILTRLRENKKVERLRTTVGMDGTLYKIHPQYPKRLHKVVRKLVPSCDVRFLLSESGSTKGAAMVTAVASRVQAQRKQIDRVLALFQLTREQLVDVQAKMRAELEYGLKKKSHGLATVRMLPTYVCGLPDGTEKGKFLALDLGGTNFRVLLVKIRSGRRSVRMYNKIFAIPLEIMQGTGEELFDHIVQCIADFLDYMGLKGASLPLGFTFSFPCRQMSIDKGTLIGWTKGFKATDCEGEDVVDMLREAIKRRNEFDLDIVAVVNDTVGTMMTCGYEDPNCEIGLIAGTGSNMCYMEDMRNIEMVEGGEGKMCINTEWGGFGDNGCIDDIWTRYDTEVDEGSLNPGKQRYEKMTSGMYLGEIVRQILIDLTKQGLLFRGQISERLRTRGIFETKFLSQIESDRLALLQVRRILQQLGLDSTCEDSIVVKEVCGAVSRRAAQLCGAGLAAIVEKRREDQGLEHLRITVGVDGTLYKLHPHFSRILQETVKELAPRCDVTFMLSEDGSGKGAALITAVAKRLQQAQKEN
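System: Recombinant HKDC1 hexokinase | Amount: HKDC1 at 5 µg/mL | Reagent: Glucose with 1 mM ATP | Doses: Single 20 µM dose | Incubation: Reaction time 90 min, room temperature, protected from light | Signal: Coupled resazurin fluorescence, excitation 525 nm, emission 613 nm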
SENP8 block-1 = blocks human SENP8 cleavage of Nedd8 substrate; 360,000 compounds, 0.64% hits; recombinant SENP8, Nedd8 substrate fluorescence; AID 602440; inhibition, % at 20 µM; Q96LD8; in the data active means inhibition mostly above about 40%, no sharp cut-off; inactive means mostly below about 27%
SENP1 FRET inh = blocks the human SENP1 SUMO protease catalytic domain; recombinant SENP1 catalytic domain, CyPet-SUMO1-YPet FRET cleavage; inhibition, % at 10 µM; 360,000 compounds, 0.21% hits; AID 624204;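 active means inhibition at least 30% at 10 µM, raw YFP signal under a set limit, fluorescence ratio 0.5 to 1.5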;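 further: 0% = enzyme with DMSO and 100% = no enzyme wells; some results filed as inactive read as strong as hits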
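Compound: 10 µM single point, 0.5% DMSO; Test system: hSENP1 catalytic domain, recombinant; Timing: 50 min reaction at room temperature; Technique: FRET, CFP and YFP emission; Control set: no-enzyme wells low, DMSO-plus-enzyme wells high control.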
SENP6 block = blocks the human protease SENP6. Recombinant SENP6 catalytic domain, aminoluciferin luminescence. inhibition, % at 10 µM. 330,000 compounds, 1.8% hits;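 active means inhibition above about 50% at the single tested dose, limit read from the data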;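 further: plate controls were DMSO wells with enzyme for no effect and DMSO wells lacking enzyme for full effect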
SENP8 block-2 = inhibitors of human SENP8 protease | 330,000 compounds, 1.2% hits | purified SENP8, Z-RLRGG-aminoluciferin cleavage, luminescence | inhibition, % at 10 µM | AID 2540; in the data active means inhibition above about 50%
beta cell repl = induces beta-cell replication in MIN6 cells; MIN6 cells proliferation, ATPlite luminescence, 48 h; cells starved in 0.2% serum; 100% = growth in 10% serum; proliferation, % at 10 µM; 330,000 compounds, 0.29% hits;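 active means compounds whose signal lies at least 3.5 SD above the mean of all wells on their plate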;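 further: 0% = DMSO-treated cells in low-serum medium and 100% = 10% serum control; some compounds called inactive have numbers as strong as hits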
SENP7 block = blocks the human protease SENP7; Q9BQF6; recombinant SENP7, Z-RLRGG-aminoluciferin luminescence, 40 min; 330,000 compounds, 1.5% hits; AID 434973; inhibition, % at 5 µM;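 active means inhibition above about 50% at the single test dose, limit read from the data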;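 further: plate controls were DMSO with enzyme for no effect and no enzyme buffer wells for full effect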
UBC13 inh = inhibitors of human UBC13 polyubiquitin chain formation; P61088; AID 485273; 330,000 compounds, 0.47% hits; TR-FRET; inhibition, % at 20 µM; in the data active means inhibition above about 45%, passing the limit was not always enough
Target sequence (P61088 whole entry, looked up): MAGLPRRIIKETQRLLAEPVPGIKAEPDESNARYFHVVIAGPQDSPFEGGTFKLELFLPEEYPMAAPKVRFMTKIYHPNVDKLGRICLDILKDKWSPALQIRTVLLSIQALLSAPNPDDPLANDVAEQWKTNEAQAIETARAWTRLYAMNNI
PfGluPho inh = PfG6PD (Plasmodium falciparum) enzyme inhibition | 350,000 compounds, 0.78% hits | inhibition, % at 20 µM | PfGluPho enzyme, NADPH resazurin-diaphorase fluorescence | AID 504690;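 active means inhibition reaching at least a set limit at 20 µM in the primary screen, cut at about 59% in these data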;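 further: 0% = DMSO wells with substrate and 100% = DMSO wells lacking glucose-6-phosphate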
Active calls of the source: *; x = no result given.

1	COc1ccc(CCNC(=O)c2cccc(-n3cnnn3)c2)cc1
2	COC(=O)C1=C(C(=O)OC)[C@@H]2N(C)c3ccc(OC)cc3[C@@]23C[C@@H](C(=O)OC)N(C(=O)COCc2ccccc2)C3=N1
3	O=C(Cn1cc([N+](=O)[O-])ccc1=O)NCc1ccc(Cl)cc1Cl
4	NC(=O)c1c(NC(=O)C2CC=CCC2C(=O)O)sc2c1CCCCC2 (stereo not given)
5	Cc1ccc(C(=O)C[n+]2cccc3cc(C)ccc32)cc1
compound no.	1	2	3	4	5
beta cell repl	-2	-8	0	1	-3
UBC13 inh	-3	-5	9	0	4
SENP8 block-1	-10	x	11	-10	-158
HKDC1 inhibitor	-3	2	-2	1	-6
SENP1 FRET inh	-1	x	-1	-9	-25
PfGluPho inh	-2	33	2	42	0
SENP7 block	-1	-1	6	7	1
SENP6 block	2	-3	-15	12	2
SENP8 block-2	-19	4	-7	-1	4

6	Cc1nn(CC(=O)NCCCN2C(C)CCCC2C)c(=O)c2cc3occc3n12 (stereo not given)
7	CC(C)CC(NS(=O)(=O)OCC(Cl)(Cl)Cl)c1ccccc1 (stereo not given)
8	O=C(Nc1ccccc1N(C(=O)c1ccco1)S(=O)(=O)c1cccs1)c1ccco1
9	C[C@H]1CN([C@@H](C)CO)C(=O)c2cc(NC(=O)c3ccncc3)ccc2O[C@H]1CN(C)Cc1ccc(C(=O)O)cc1
10	CCCNC(=O)C(Cc1ccccc1C)NC(=O)c1ccc(C(F)(F)F)cc1 (stereo not given)
compound no.	6	7	8	9	10
beta cell repl	-2	-8	-3	0	1
UBC13 inh	4	2	3	11	12
SENP8 block-1	8	5	14	1	0
HKDC1 inhibitor	-3	5	-3	5	2
SENP1 FRET inh	0	0	2	-1	4
PfGluPho inh	0	26	-9	-8	-7
SENP7 block	-4	8	3	11	-7
SENP6 block	1	-14	-3	-9	-10
SENP8 block-2	5	8	2	2	8

Molecules listed so far that contain sulfur (three):
4	NC(=O)c1c(NC(=O)C2CC=CCC2C(=O)O)sc2c1CCCCC2 (stereo not given)
7	CC(C)CC(NS(=O)(=O)OCC(Cl)(Cl)Cl)c1ccccc1 (stereo not given)
8	O=C(Nc1ccccc1N(C(=O)c1ccco1)S(=O)(=O)c1cccs1)c1ccco1
compound no.	4	7	8
beta cell repl	1	-8	-3
UBC13 inh	0	2	3
SENP8 block-1	-10	5	14
HKDC1 inhibitor	1	5	-3
SENP1 FRET inh	-9	0	2
PfGluPho inh	42	26	-9
SENP7 block	7	8	3
SENP6 block	12	-14	-3
SENP8 block-2	-1	8	2

Remaining list, next part:
11	COc1cccc(C2NC(=O)CCC2[N+](=O)[O-])c1 (stereo not given)
12	COc1ccc(/C=C/C(=O)NC(=S)Nc2ccccn2)cc1
13	CCOC(=O)C1CN(S(C)(=O)=O)c2cc(CC(=O)OC)ccc2O1 (stereo not given)
14	CC(NC(=S)NC1CCC(C(C)(C)C)CC1)c1ccccc1 (stereo not given)
15	NC[C@H]1O[C@H](O[C@H]2[C@H](O)[C@@H](O[C@H]3O[C@H](CO)[C@@H](O)[C@H](N)[C@H]3O)[C@H](N)C[C@@H]2N)[C@H](N)C[C@@H]1O
compound no.	11	12	13	14	15
beta cell repl	-1	2	-3	-7	1
UBC13 inh	5	-10	3	4	3
SENP8 block-1	15	-4	7	-3	4
HKDC1 inhibitor	-3	1	4	-2	0
SENP1 FRET inh	0	2	13	2	2
PfGluPho inh	-3	18	10	7	6
SENP7 block	0	-5	-4	0	4
SENP6 block	4	-4	9	-5	-8
SENP8 block-2	-4	1	2	-2	0

16	COCCNC(=O)C(c1ccc(C)o1)N(CC1CCCO1)C(=O)Cn1nnc2ccccc21 (stereo not given)
17	CC(C)CC(NS(=O)(=O)c1ccccc1)C(=O)O (stereo not given)
18	CN(Cc1ccccc1)C(=O)c1[nH]cnc1C(=O)NCC(=O)OC(C)(C)C
19	CCc1nnc(NC(=O)CN2CCN(Cc3cccc(F)c3)CC2)s1
20	COc1cc(/C=C/C(=O)OCC(=O)c2c(N)n(C)c(=O)n(C)c2=O)ccc1O
compound no.	16	17	18	19	20
beta cell repl	1	2	4	-2	-3
UBC13 inh	6	-2	0	-1	-10
SENP8 block-1	8	5	18	9	-330
HKDC1 inhibitor	-3	0	-7	-6	-4
SENP1 FRET inh	0	2	1	1	-33
PfGluPho inh	6	-7	3	-14	4
SENP7 block	4	3	3	4	-6
SENP6 block	0	-13	-5	-12	-17
SENP8 block-2	4	0	0	-1	-12

21	CC(C)(C)OC(=O)N1CCC(CNC(=O)c2ccccc2)CC1
22	CN(C)S(=O)(=O)c1ccc(C(=O)NCc2cccs2)cc1
23	Cc1cnccc1NC(=O)c1cccs1
24	CC(C)CC(NC(=O)C1CCCN1C(=O)[C@@H](C)NC(=O)OCc1ccccc1)C(=O)NCC(N)=O (stereo not given in full)
25	O=C(O)CS(=O)(=O)c1ccc(Oc2ccc(S(=O)(=O)CC(=O)O)cc2)cc1
compound no.	21	22	23	24	25
beta cell repl	1	0	-1	1	-1
UBC13 inh	8	-1	-7	-7	-14
SENP8 block-1	9	11	3	26	x
HKDC1 inhibitor	-3	2	-7	1	2
SENP1 FRET inh	3	1	1	-2	x
PfGluPho inh	-1	4	8	-3	2
SENP7 block	1	4	17	9	-3
SENP6 block	-6	-4	14	2	-16
SENP8 block-2	-1	2	1	-2	-8

26	O=C(NCCCn1ccnc1)c1ccc(S(=O)(=O)Nc2ccccc2)cc1
27	Cc1nc(SCC(=O)NCCc2ccccc2)c2c(=O)n(C)c(=O)n(C)c2n1
28	Cn1c(NNC(=O)C(c2ccccc2)c2ccccc2)cc(=O)n(C)c1=O
29	CCOc1cc(NC(=S)Nc2cccc(OC)c2)c(OCC)cc1NC(=O)C(C)C
30	C/C(=N/NS(=O)(=O)c1ccc(C)cc1)c1c(O)c2ccccc2oc1=O
compound no.	26	27	28	29	30
beta cell repl	2	-1	-1	-4	-2
UBC13 inh	5	3	0	-7	9
SENP8 block-1	32	15	9	20	30
HKDC1 inhibitor	-7	1	0	5	0
SENP1 FRET inh	3	-1	-13	-1	1
PfGluPho inh	6	-12	15	28	-10
SENP7 block	0	0	-1	0	-11
SENP6 block	6	5	0	-9	-10
SENP8 block-2	0	0	6	-7	-1

31	CCOC(=O)Cn1c(-c2ccc(Cl)nc2)nc2ccccc21
32	COc1ccccc1NS(=O)(=O)c1cccc(C(=O)NCc2ccco2)c1
33	CCOc1ccccc1C(=O)N(Cc1ccccc1)Cc1cc2cc3c(cc2[nH]c1=O)OCCO3
34	CCOC(=O)N1CCN(S(=O)(=O)c2ccc3c(c2)SC(C)C(=O)N3)CC1 (stereo not given)
35	CCCn1c(C)nc2c(c1=O)c1nc3ccccc3nc1n2-c1ccccc1
compound no.	31	32	33	34	35
beta cell repl	-2	0	-2	-2	x
UBC13 inh	1	8	6	3	x
SENP8 block-1	-40	12	-297	2	-455
HKDC1 inhibitor	0	-1	-12	-5	-8
SENP1 FRET inh	0	1	4	1	-2
PfGluPho inh	-4	-11	4	17	-10
SENP7 block	0	4	2	2	x
SENP6 block	-10	11	-29	1	x
SENP8 block-2	9	1	3	-6	x

36	COc1ccc(C2OCC3(CO2)SC(N)=NC3=O)cc1 (stereo not given)
37	COc1ccc(-c2ccc3c(c2)[C@@H]2C[C@H](N(C)S(=O)(=O)c4ccccc4)[C@H]([C@H](C)O)C(=O)N2CC3)cc1
38	COc1cc(OC)cc(C(=O)OCC(=O)N2CCCC2)c1
39	COc1ccc(OC)c(NC(=S)N2CCN(C(=O)C3CCCO3)CC2)c1 (stereo not given)
40	c1ccc2c(CNc3ccc(CNc4ncn[nH]4)cc3)cccc2c1
compound no.	36	37	38	39	40
beta cell repl	-3	x	-3	4	-1
UBC13 inh	-3	x	-2	9	6
SENP8 block-1	3	-40	6	-3	25
HKDC1 inhibitor	-9	-5	-1	4	7
SENP1 FRET inh	1	-5	2	-1	-1
PfGluPho inh	3	12	-2	1	15
SENP7 block	0	x	5	-12	2
SENP6 block	3	x	3	-3	4
SENP8 block-2	-7	x	0	-13	3

41	COC(=O)c1ccsc1NC(=O)c1ccc(Cl)s1
42	CCOc1cc(Cl)c(NC(C)=O)cc1OCC
43	CN(CCOc1ccccc1)C(=O)c1cc([N+](=O)[O-])cc([N+](=O)[O-])c1
44	Cc1ccc(N2CCN(Cc3ccccc3)CC2=O)c(C)c1
45	CN(C(=O)c1c(Cl)nc2sccn12)C1CCCCC1
compound no.	41	42	43	44	45
beta cell repl	0	0	-2	-2	2
UBC13 inh	32	-19	-6	-4	8
SENP8 block-1	-233	15	22	16	13
HKDC1 inhibitor	-5	-7	-10	-4	1
SENP1 FRET inh	0	0	-1	1	2
PfGluPho inh	-5	-7	8	-1	-4
SENP7 block	8	3	-1	0	0
SENP6 block	-6	-10	-7	-3	-7
SENP8 block-2	-2	-13	-18	-7	-2

Three entries from above, ordered by heavy-atom count, lowest first.
7	CC(C)CC(NS(=O)(=O)OCC(Cl)(Cl)Cl)c1ccccc1 (stereo not given)
34	CCOC(=O)N1CCN(S(=O)(=O)c2ccc3c(c2)SC(C)C(=O)N3)CC1 (stereo not given)
20	COc1cc(/C=C/C(=O)OCC(=O)c2c(N)n(C)c(=O)n(C)c2=O)ccc1O
compound no.	7	34	20
beta cell repl	-8	-2	-3
UBC13 inh	2	3	-10
SENP8 block-1	5	2	-330
HKDC1 inhibitor	5	-5	-4
SENP1 FRET inh	0	1	-33
PfGluPho inh	26	17	4
SENP7 block	8	2	-6
SENP6 block	-14	1	-17
SENP8 block-2	8	-6	-12

Next section:
46	CCCCN(C(=O)c1c(CC)noc1C)c1c(N)n(CCC)c(=O)[nH]c1=O
47	COc1ccccc1CNC(=O)c1oc2ccccc2c1C
48	CCCOc1ccccc1NC(=O)Nc1ccccc1Cl
49	CC(C)c1cc(CN2C(C)COCC2C)cc(C(C)C)c1O (stereo not given)
50	O=C(NC1CC2CCC1C2)c1ccco1 (stereo not given)
compound no.	46	47	48	49	50
beta cell repl	-1	-2	-2	x	3
UBC13 inh	4	-2	-1	x	1
SENP8 block-1	10	5	8	-2	18
HKDC1 inhibitor	-4	0	-6	-5	-6
SENP1 FRET inh	-1	-1	-1	0	-1
PfGluPho inh	1	7	10	7	-8
SENP7 block	-5	-9	-1	x	-3
SENP6 block	2	8	-1	x	-8
SENP8 block-2	-8	1	0	x	1

51	CCCC1(C(=O)O)NC(c2ccc(OC)cc2O)C2C(=O)N(c3ccc(OC)cc3)C(=O)C21 (stereo not given)
52	CCCOC1CCCN(C(=O)c2ccc(OC)c(OC3CCN(C(C)C)CC3)c2)C1 (stereo not given)
53	COc1ccc(Cl)cc1NC(=O)CN(C)C(=O)c1ccc2c(c1)CC(c1ccccc1)OC2=O (stereo not given)
54	Cc1ccccc1OCC(=O)NNC(=O)c1ccc(-n2cncn2)c([N+](=O)[O-])c1
55	COC(=O)c1ccc2nc(C)cc(Nc3ccccc3C)c2c1
compound no.	51	52	53	54	55
beta cell repl	-2	0	-3	4	0
UBC13 inh	-1	2	-2	2	0
SENP8 block-1	7	7	-9	16	-215
HKDC1 inhibitor	-4	-4	1	-2	-3
SENP1 FRET inh	1	-5	0	0	0
PfGluPho inh	-13	4	9	-16	5
SENP7 block	17	-4	-6	-3	-3
SENP6 block	3	5	-4	2	-8
SENP8 block-2	3	1	-15	9	4

From PubChem BioAssay

This is a random part of the collection; any-hit rate near 4%.
